Screening results: PubChem BioAssay, The Scripps Research Institute Molecular Screening Center
OXTR potentiator: human OXTR potentiators, primary screen, fluorescence, CHO-OTR cells, Fluo-8 calcium; activation, % at 3 µM; AID 2445, 2010; Oxytocin receptor (Homo sapiens), P30559; Fluo-8 calcium fluorescence, potentiator mode; 0% = oxytocin EC15, 100% = EC100; 320,000 compounds, 0.061% hits;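 active = activation above that plate's cutoff, the mean activation of tested compounds plus 3 SD, cut at about 6.6% in these data, passing the limit was not always enough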;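 note: 100% uses oxytocin at 75 nM as the full agonist control; some results filed as inactive read as strong as hits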
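Material: human OTR in CHO cells. Compound: 3.0 µM, one dose. Timing: compound 6 min at room temperature before oxytocin, 100 s read. Evaluation: % activation of max/min ratio relative to oxytocin controls. Replication: single well per compound, singlicate. Signal: Fluo-8 calcium dye fluorescence.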
TAAR1 antagonist: human TAAR1 antagonists, primary screen, Fluo-8 calcium fluorescence, CHO RD-HGA16 cells | Trace amine-associated receptor 1 (Homo sapiens), Q96RJ0 | antagonist | inhibition, % at 3 µM | 360,000 compounds, 1.5% hits | AID 624466, 2012;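 active = inhibition above a per-plate cutoff, the mean inhibition of test compounds on that plate plus 3 SD, cut at about 49% in these data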;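 note: 0% = DMSO plus EC80 beta-PEA response and 100% = DMSO alone without agonist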
Target sequence (Q96RJ0 whole entry, looked up): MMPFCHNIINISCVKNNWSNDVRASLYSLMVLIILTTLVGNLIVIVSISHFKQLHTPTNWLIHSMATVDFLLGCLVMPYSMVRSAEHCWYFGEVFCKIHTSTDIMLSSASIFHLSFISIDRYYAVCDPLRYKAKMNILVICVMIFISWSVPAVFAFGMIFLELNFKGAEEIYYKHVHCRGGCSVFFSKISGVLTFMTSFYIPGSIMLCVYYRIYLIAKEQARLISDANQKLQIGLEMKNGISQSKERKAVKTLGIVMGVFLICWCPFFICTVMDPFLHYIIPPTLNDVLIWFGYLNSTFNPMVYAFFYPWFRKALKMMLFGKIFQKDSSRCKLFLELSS
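test system = CHO RD-HGA16 cells bearing hTAAR1 | replication = singlicate | controls = DMSO-only wells and EC80 β-PEA-stimulated wells | reagent = EC80 β-phenethylamine stimulus | read-out basis = percent inhibition of PEA-evoked calcium signal, max/basal emission ratio | schedule = seeding 17-24 h prior, 75-min 37 °C, 30-min RT dye loading | signal = kinetic Fluo-8 calcium fluorescence measurement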
M1 ag: human M1 muscarinic receptor agonists, primary screen, Fluo-8 calcium fluorescence, CHO-K1 cells, HTS; 360,000 compounds, 0.33% hits; CHO-K1 hM1, agonist mode; 0% DMSO, 100% acetylcholine EC100; AID 588814, 2011; Muscarinic acetylcholine receptor M1 (Homo sapiens), P11229; activation, % at 3 µM;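 active = activation above the run's mean compound activation plus 3 SD, cut at about 16% in these data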;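 note: peak over basal fluorescence ratio within a 140 s kinetic read after compound addition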
OXTR agonist: human OXTR agonists, primary screen, fluorescence, CHO-OTR cells, Fluo-8 calcium; Fluo-8 calcium fluorescence; normalized: DMSO 0%, oxytocin 100%; 320,000 compounds, 0.32% hits; activation, % at 3 µM; Oxytocin receptor (Homo sapiens), P30559; AID 2435, 2010;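 active = activation above the mean of all tested compounds plus 3 SD, cutoff set per screening run, cut at about 20% in these data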;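 note: peak over basal fluorescence ratio from a 100 s FLIPR kinetic read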
V1aR counter: agonists of human V1a receptor, primary screen, counter-screen for OXTR agonist project, fluorescence, CHO-V1R cells | Vasopressin V1a receptor (Homo sapiens), P37288 | Fluo-8 calcium fluorescence, agonist mode; 0% DMSO, 100% 3 nM vasopressin | activation, % at 3 µM | 320,000 compounds, 0.25% hits | AID 2797, 2010;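 active = activation above the mean activation of all tested compounds plus 3 SD, per screening run, cut at about 20% in these data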;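 note: signal is peak over basal fluorescence ratio across a 100 second FLIPR read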
Target sequence (P37288 whole entry, looked up): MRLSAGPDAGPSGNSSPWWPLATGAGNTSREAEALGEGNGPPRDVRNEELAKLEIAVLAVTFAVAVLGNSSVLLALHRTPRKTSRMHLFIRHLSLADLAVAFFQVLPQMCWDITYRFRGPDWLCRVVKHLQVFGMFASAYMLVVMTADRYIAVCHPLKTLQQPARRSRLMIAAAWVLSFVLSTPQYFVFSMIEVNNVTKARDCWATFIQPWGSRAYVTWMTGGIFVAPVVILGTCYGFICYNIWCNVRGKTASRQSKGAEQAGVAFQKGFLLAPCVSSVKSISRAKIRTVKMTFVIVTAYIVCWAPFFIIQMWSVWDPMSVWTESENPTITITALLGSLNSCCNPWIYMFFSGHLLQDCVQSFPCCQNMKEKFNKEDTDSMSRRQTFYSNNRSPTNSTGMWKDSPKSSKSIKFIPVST
TAAR1 ag: human TAAR1 agonists, primary screen, Fluo-8 calcium fluorescence, CHO RD-HGA16 cells | AID 624467, 2012 | Trace amine-associated receptor 1 (Homo sapiens), Q96RJ0 | activation, % at 3 µM | vehicle wells 0%, saturating PEA agonist 100% | 360,000 compounds, 0.99% hits;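 active = activation above the mean activation of all test compounds in the run plus 3 SD, cut at about 38% in these data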
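Repeats: no replicates (n 1) | Material: CHO-derived RD-HGA16 cells with stable Gα16 and human TAAR1 | Technique: Kinetic Fluo-8 calcium fluorescence | Schedule: 17-24 h seeding, 75 min 37 °C dye, 30 min RT | Evaluation: % activation from peak over basal fluorescence ratio, DMSO-to-PEA scaled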
CHRM1 antagonist: human M1 muscarinic receptor antagonists, primary screen, CHO-K1 cells, Fluo-8 calcium fluorescence, 1536-well; Muscarinic acetylcholine receptor M1 (Homo sapiens), P11229; CHO-K1 hM1, ACh EC80 antagonist; inhibition, % at 3 µM; 360,000 compounds, 1.3% hits; AID 588852, 2011;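 active = percent inhibition above its own plate's cutoff, namely the mean of that plate's compound wells plus 3 SD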;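 note: peak over basal fluorescence ratio during 140 s after agonist addition; 0% = ACh EC80 plus DMSO and 100% = DMSO alone without agonist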
CHO parental Ca: ATP-evoked calcium signal inhibitors, parental CHO, primary screen, counter-screen for OX1R antagonist project, cell-based, fluorescence, Fluo-8 calcium dye; parental CHO-K1, ATP-induced calcium, Fluo-8 fluorescence; inhibition, % at 5.6 µM; 330,000 compounds, 0.63% hits; AID 463079, 2010;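 active = inhibition above that plate's mean sample inhibition plus 3 SD, cut at about 26% in these data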;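 note: 0% = ATP-challenged DMSO wells and 100% = DMSO wells without ATP; some compounds past the cut are filed as inactive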
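Material: Parental CHO cells | Reagent: ATP | Compound dosing: Single nominal dose of 5.6 µM per compound | Detection: Intracellular calcium via Fluo-8 no-wash fluorescent dye | Read-out: % inhibition of ATP-induced calcium mobilization | Benchmarks: Low control ATP plus DMSO, high control DMSO only | Replicates: Singlicate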
CHRM1 PAM: human M1 muscarinic receptor positive allosteric modulators, primary screen, CHO-K1 cells, Fluo-8 calcium fluorescence, 1536-well; Muscarinic acetylcholine receptor M1 (Homo sapiens), P11229; CHO-K1 hM1, ACh EC20; 0% = ACh EC20, 100% = maximal ACh; activation, % at 3 µM; 360,000 compounds, 0.088% hits; AID 588819, 2011; in the data active = activation above about 19%, passing the limit was not always enough
Numbers without * were called inactive; / = not tested or not shown. An unsorted share of the library; about 3.7% have a hit in one of these screens.

SMILES | OXTR potentiator | TAAR1 antagonist | M1 ag | OXTR agonist | V1aR counter | TAAR1 ag | CHRM1 antagonist | CHO parental Ca | CHRM1 PAM
C=CCn1c(SCc2nc(N)nc(N3CCCCC3)n2)nnc1-c1ccco1 | 4.4 | -5.0 | -3.3 | -0.5 | 0.3 | -3.1 | -9.6 | -11.1 | 0.8
CCC(=O)N(C)CCc1cc2c(c(OC)c1/C=N/NC(=O)c1ccccc1O)OCO2 | 4.2 | -18.2 | -6.0 | -1.9 | -0.1 | -1.0 | -9.6 | -21.4 | 6.8
O=C1CC(N2CCC(C(=O)N3CCCCC3)CC2)C(=O)N1 (stereo not drawn) | -1.8 | -1.7 | -1.9 | 0.8 | 0.6 | 3.3 | -14.2 | -7.5 | -0.4
COc1ccc(NC(=O)C2(C)CCN2C(=O)C(C)C)cc1F (stereo not drawn) | / | -34.1 | -4.0 | / | / | 3.9 | -8.1 | / | 8.4
C[C@@H]1[C@H](O)C[C@@]23COC(=O)C2=CCCC3[C@@]1(C)CCC1COC(=O)C1 (stereo partly drawn) | -3.7 | -2.6 | -1.8 | 1.0 | 1.0 | 0.6 | -6.2 | -12.8 | 1.6
Cc1ccc(C)c(OCC(=O)O/N=C(\N)c2ccccn2)c1 | 0.9 | 4.7 | -4.7 | -0.6 | 0.1 | 11.8 | -17.8 | -20.5 | 5.4
COC(=O)c1ccccc1NC(=O)Nc1cccc(C)n1 | 2.4 | 3.9 | -4.4 | 0.4 | 1.7 | 3.8 | 2.5 | 2.9 | -4.5
CCOc1ncccc1C(=O)OCC(=O)Nc1ncc(C(F)(F)F)cc1Cl | -14.3 | -7.5 | -8.2 | -1.3 | 0.0 | -1.3 | -12.3 | -10.4 | 4.8
O=C(N/N=C/c1cc(Cl)ccc1O)C(=O)Nc1ccccc1OC(F)(F)C(F)F | -7.0 | 29.5 | -6.6 | 1.1 | 0.8 | 3.2 | -7.6 | -15.3 | -1.3
CC(C)N1CCc2c(sc(NC(=O)c3ccco3)c2C(N)=O)C1 | 0.6 | -6.8 | -4.0 | -0.3 | 1.4 | -0.3 | -6.8 | -17.1 | 9.4
COc1ccc(OC[C@@H](O)CNC(=O)c2cccc3c2C(=O)c2ccc(-c4ccc(F)cc4OCc4ccccc4)cc2S3(=O)=O)cc1 | -5.9 | / | 0.4 | 0.6 | 0.9 | / | 2.6 | -4.1 | 5.4
COc1ccccc1N1CCN(CC(=O)N(CC(C)C)c2c(N)n(CC(C)C)c(=O)[nH]c2=O)CC1 | -7.0 | -10.0 | -3.6 | 1.0 | 0.6 | 3.2 | -12.6 | 5.8 | 13.8
COc1ccccc1-c1cc(-c2ccccc2)nc(SC(C(N)=O)c2ccccc2)c1C#N (stereo not drawn) | -13.7 | -3.6 | 0.1 | 1.9 | 9.8 | 2.8 | -15.4 | 10.4 | 10.8
CC1(C(=O)NCc2cccs2)Cc2c(-c3ccc(C(N)=O)cc3)ccnc2O1 (stereo not drawn) | / | -19.4 | 3.3 | / | / | 0.5 | -24.5 | / | 22.2
COc1ccc(-c2cc3ccccc3s2)cc1[C@H]1[C@H]2C=CC[C@@H](C)[C@@H]2C(=O)N1Cc1ccccc1 | -1.7 | 4.7 | -3.5 | -0.6 | 0.5 | 0.5 | -3.9 | -19.5 | 8.7
COc1ccccc1-c1nnc(SCC(=O)Nc2ccc(S(N)(=O)=O)cc2)n1N | 0.4 | -21.0 | -1.6 | 0.0 | 0.2 | 3.4 | -7.6 | -4.2 | 6.1
CCCn1c(CNS(=O)(=O)c2ccc(C)cc2)nc2ccccc21 | -4.1 | -10.6 | -1.2 | -2.3 | 0.0 | -2.6 | -10.7 | -12.6 | 4.4
S=c1[nH]nc(CCc2nc3ccccc3[nH]2)n1-c1ccccc1 | -6.9 | -13.4 | -7.3 | 0.3 | 1.8 | 1.9 | -2.9 | 0.0 | 8.7
Cc1ccc2nc(SCC(=O)NCc3ccco3)nc(=O)n2c1 | -0.5 | -12.9 | -3.9 | -0.2 | 0.2 | 0.6 | -8.1 | -4.5 | 8.2
CC1(C)Cc2cccc(OCC(=O)N3CCN(c4ccccc4Cl)CC3)c2O1 | -4.5 | 16.8 | -1.7 | -1.9 | -0.3 | 0.3 | -3.3 | -2.1 | 1.4
COc1ccccc1C(=O)N1CCN(Cc2nc3cc([N+](=O)[O-])ccc3n2C)CC1 | -10.8 | -5.7 | -5.0 | -2.0 | 0.1 | 5.9 | 4.2 | -10.9 | -1.4
Cc1ccccc1C(=O)N1CCN(c2ccc(N3CCOCC3)nn2)CC1 | -5.6 | -20.8 | -4.2 | 1.0 | 1.2 | 0.3 | -10.7 | -18.9 | 10.6
Clc1cccc(Cl)c1OCCCCN1CCCCC1 | 7.7 | -1.1 | -9.1 | 2.2 | 0.6 | 8.0 | 2.7 | -15.0 | -7.9
Cc1ccc(NCC(O)C(O)C(O)CO)c(N=Nc2ccccc2)c1C (stereo not drawn) | -2.7 | -25.6 | -1.6 | 0.8 | 0.9 | 4.0 | -18.5 | -9.0 | 10.9
CN1CCc2c(sc3c2C(=O)NC(c2cccs2)N3)C1 (stereo not drawn) | -5.3 | -4.8 | -4.8 | 3.1 | 3.3 | 12.2 | -13.7 | 3.0 | -5.3

The list goes on, starting with the last 2 of the part before.
SMILES | OXTR potentiator | TAAR1 antagonist | M1 ag | OXTR agonist | V1aR counter | TAAR1 ag | CHRM1 antagonist | CHO parental Ca | CHRM1 PAM
Cc1ccc(NCC(O)C(O)C(O)CO)c(N=Nc2ccccc2)c1C (stereo not drawn) | -2.7 | -25.6 | -1.6 | 0.8 | 0.9 | 4.0 | -18.5 | -9.0 | 10.9
CN1CCc2c(sc3c2C(=O)NC(c2cccs2)N3)C1 (stereo not drawn) | -5.3 | -4.8 | -4.8 | 3.1 | 3.3 | 12.2 | -13.7 | 3.0 | -5.3
O=C(O)c1ccccc1N=Cc1c(O)n(-c2nccs2)c(=O)c2ccccc12 | 0.1 | -92.8 | 1.1 | -0.5 | 0.0 | 0.4 | 9.8 | 8.0 | -1.7
CSc1ccc(S(=O)(=O)NCc2ccccc2)cc1 | -3.1 | -12.9 | -4.8 | -0.6 | -0.7 | 7.2 | 0.2 | -8.8 | -4.9
Cc1ccc(C(=O)N(C)CC(=O)Nc2cccc(C)c2C)o1 | 6.0 | 2.6 | -2.5 | 0.2 | 0.7 | -0.4 | -1.8 | -8.6 | 0.2
Cc1ccc(C(=O)N/N=C\c2ccc(OC(=O)c3cccc(F)c3)cc2)cn1 | -5.1 | 3.2 | -2.9 | 4.0 | 7.9 | 9.6 | -2.0 | 7.0 | 2.2
COc1ccccc1-c1ccc(NC2CCCCC2)nn1 | -9.0 | 0.9 | -7.5 | -1.9 | -1.9 | -2.7 | 1.4 | -8.6 | -5.9
Cn1c(SCC(=O)Nc2ccccc2O)nnc1-c1ccco1 | -5.2 | -26.5 | -1.1 | 0.5 | 1.2 | 2.3 | -12.6 | -8.8 | 9.1
Cc1cc(SCC(=O)NCC2CCCO2)nc2ccccc12 (stereo not drawn) | -7.8 | -12.5 | 1.6 | 2.6 | 3.0 | 2.5 | 0.6 | -0.1 | 3.4
COc1ccc2[nH]c(=O)c(COC(=O)c3cccs3)cc2c1 | -4.1 | 18.1 | -5.7 | 0.8 | 2.7 | 1.1 | 2.0 | -8.0 | 5.6
Cc1ccc(OCCCN2C(=O)C(=O)c3cccc(C)c32)cc1 | -4.2 | 18.9 | 13.9 | -1.8 | -0.8 | 0.6 | -12.0 | -29.8 | 10.7
CCOC(=O)C1(CCc2ccccc2)CCN(C(=O)CN2C(=O)CSC2=O)CC1 | -10.0 | -9.3 | -2.9 | -0.9 | -0.1 | -0.1 | -8.6 | -34.2 | 8.6
O=C(NC(=S)Nc1ccc2c(c1)C(=O)c1ccccc1C2=O)c1ccc(F)cc1 | -3.1 | / | / | 0.3 | 1.2 | / | / | -8.0 | /
C=CC[C@@H](CC(=O)NCCO)C(=O)N[C@@H](C)COC(=O)[C@H](CC=C)CC(=O)OC(C)(C)C | 4.2 | -5.2 | -4.0 | -1.0 | 0.6 | 2.9 | -2.8 | -7.2 | 0.0
CCOc1ncccc1-c1nc(-c2cccs2)no1 | 2.5 | -11.2 | -3.2 | 2.1 | -1.6 | -1.8 | -1.5 | -1.0 | 3.9
COc1ccc(NC(=O)c2oc3ccccc3c2NC(=O)C(C)(C)C)cc1 | -2.5 | -15.9 | -5.8 | -1.8 | -1.2 | -0.1 | -5.7 | -31.1 | 1.4
CCCCCCn1c(=O)n2n(c1=O)C[C@]1(OC(=O)NCc3ccccc3)CN(S(=O)(=O)c3ccc(C)cc3)C[C@]1(O)C2 | / | 8.7 | -4.3 | / | / | 1.5 | -0.3 | / | 0.7
COc1ccc(CCN2CC(C(=O)NCc3ccc(F)cc3)CC2=O)cc1OC (stereo not drawn) | 1.2 | 14.6 | -3.8 | -0.9 | -0.9 | -0.5 | -8.5 | 1.6 | 6.5
CCOC(=O)c1c[nH]c2c3c(ccc2c1=O)CCCC3 | 0.2 | 19.1 | -4.8 | 0.7 | 0.2 | -1.3 | 0.9 | -18.7 | 0.6
O=C(Nc1cccc(F)c1)c1ccc2ncsc2c1 | -1.9 | / | -3.2 | 0.6 | 4.0 | / | -17.5 | -11.4 | 13.2
CN(C(=O)CSc1nnc(-c2ccncc2)n1-c1ccccc1)C1CCS(=O)(=O)C1 (stereo not drawn) | -1.5 | -13.1 | -2.3 | -0.4 | 0.8 | 0.2 | -15.5 | -13.6 | 17.3
O=C(Nc1cccc(-c2cnc3ccccc3n2)c1)c1ccncc1 | 1.0 | 28.3 | -2.4 | -0.2 | 1.7 | 11.8 | 23.0 | -9.8 | 0.0
